High-throughput results as filed in PubChem.
Anthrax LF prot: Bacillus anthracis LF protease inhibitors, primary screen, biochemical, multiplex microsphere, MLPCN library. multiplex microsphere protease cleavage assay. hit rate 0.12% among 360,000. inhibition, % at 10 µM; note: plate controls were buffer without enzyme for full effect and enzyme alone for no effect
BoNT-F LC inh: BoNT/F light chain protease inhibitors, primary screen, biochemical, flow cytometry, MLPCN library; inhibition, % at 10 µM; hit rate 0.22% among 360,000; Botulinum neurotoxin type F light chain protease (Clostridium botulinum); Multiplex microsphere protease cleavage assay; in the data active = inhibition above about 35%, passing the limit was not always enough; inconclusive = no clear call, values can overlap the other calls; note: plate controls were buffer without enzyme for full effect and enzyme alone for no effect
BoNT A protease: BoNT/A light chain protease inhibitors, primary screen, biochemical, flow cytometry, MLPCN library; Botulinum neurotoxin type A light chain protease (Clostridium botulinum A str. ATCC 3502); multiplex microsphere protease substrate cleavage; inhibition, % at 10 µM; hit rate 0.17% among 360,000; note: plate controls were buffer without enzyme for full effect and enzyme alone for no effect
FadD28 binding: inhibitors of FadD28 bisubstrate probe binding, primary screen, biochemical, fluorescence polarization, single point | hit rate 0.22% among 360,000 | Mycobacterium tuberculosis FadD28 fatty-acid-AMP ligase | AID 588549, 2011 | inhibition, % at 12.5 µM; in the data active = inhibition above about 8.5%, passing the limit was not always enough; inconclusive = no clear call, values can overlap the other calls
Yp Topo-I inh: Yersinia pestis topoisomerase I inhibitors, primary screen, biochemical, cleavage product accumulation, plate reader, single point. DNA topoisomerase I (Yersinia pestis CO92). Y. pestis Topo-I cleavage product accumulation. activity, % at 10 µM. hit rate 0.064% among 360,000; in the data active = activity above about 50%, passing the limit was not always enough; inconclusive = no clear call, values can overlap the other calls; note: inactives centre near 2
PrPC TRFRET: inhibitors of human cell surface prion protein PrPC, primary screen, cell-based, TR-FRET. TR-FRET read-out. Major prion protein (Homo sapiens), P04156. inhibition, % at 13.8 µM. hit rate 0.43% among 370,000; in the data active = inhibition above about 24%; note: 0% = median of the test wells and 100% = reference compound wells
PfHsp40 yeast: rescue of yeast from PfHsp40 toxicity, primary screen, S. cerevisiae, ATP luminescence | growth rescue, % at 12.5 µM | hit rate 0.68% among 340,000 | S. cerevisiae expressing PfHsp40, growth rescue; in the data active = growth rescue above about 28%, passing the limit was not always enough; inconclusive = no clear call, values can overlap the other calls;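 note: yeast W303a lacking pdr1 and pdr3 grown in galactose medium; growth measured after three days at 30 °C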
CCHF vOTU inh: CCHFV vOTU protease inhibitors, primary screen, biochemical, Pep-AMC substrate, fluorescence; hit rate 0.55% among 370,000; inhibition, % at 11.5 µM; in the data active = inhibition above about 30%; note: 0% = vehicle wells with enzyme and 100% = no enzyme wells
TcdB inh: TcdB glycohydrolase inhibitors, primary screen, biochemical, single point, plate reader; Toxin B (Clostridioides difficile), P18177; TcdB glycohydrolase enzymatic assay; inhibition, % at 9.99 µM; hit rate 0.24% among 350,000; AID 652162, 2013; in the data active = inhibition above about 10%
* hit, by the source's call. Cut-off read from the data, not from the text of the source, unless noted: active = inhibition above about 30%; inconclusive = no clear call, values can overlap the other calls; inactive = below that.

How did Cc1ccc(C)c(CSc2nnc(C)c(=O)[nH]2)c1 do in these assays?
Anthrax LF prot: 2; BoNT-F LC inh: 1; BoNT A protease: 0.4; FadD28 binding: -2.0; Yp Topo-I inh: -4; PrPC TRFRET: 2; PfHsp40 yeast: -0.1; CCHF vOTU inh: 7; TcdB inh: 0.1

Results for COCC(=O)Nc1ccc(S(=O)(=O)Nc2cc(C)nc(C)n2)cc1 ?
Anthrax LF prot: -8; BoNT-F LC inh: 4; BoNT A protease: 1.3; FadD28 binding: 1.4; Yp Topo-I inh: 10; PfHsp40 yeast: -0.7

How did Cc1ccc(-n2c(SCC(=O)NCc3ccco3)nc3c([nH]c4ccccc43)c2=O)cc1 do in these assays?
Anthrax LF prot: -2; BoNT-F LC inh: -1; BoNT A protease: 0.0; FadD28 binding: 0.0; Yp Topo-I inh: 19; PrPC TRFRET: -2; PfHsp40 yeast: 0.5; CCHF vOTU inh: 12; TcdB inh: 1.6

What do the screens show for `Cc1ccc(OCC(=O)Nc2ccc(CN3CCOCC3)cc2)cc1C`?
Anthrax LF prot: -4; BoNT-F LC inh: -16; BoNT A protease: -5.0; FadD28 binding: -0.4; Yp Topo-I inh: 10; PrPC TRFRET: 7; PfHsp40 yeast: -0.9; CCHF vOTU inh: -1; TcdB inh: -3.6

What do the screens show for `COC(=O)C1=CN(Cc2ccc(OC)cc2)C=C(C(=O)OC)C1c1ccsc1`?
Anthrax LF prot: 1; BoNT-F LC inh: -3; BoNT A protease: -0.7; FadD28 binding: -5.6; Yp Topo-I inh: 36; PrPC TRFRET: -1; PfHsp40 yeast: -0.3; CCHF vOTU inh: -110; TcdB inh: -0.1

Results for C=C(C)COc1ccc(-c2[nH]ncc2-c2ccc(OC)c(OC)c2)c(O)c1 ?
Anthrax LF prot: -10; BoNT-F LC inh: 0; BoNT A protease: -0.7; FadD28 binding: -3.2; Yp Topo-I inh: -2; PrPC TRFRET: 10; PfHsp40 yeast: 1.0; CCHF vOTU inh: 9

How did O=C(NN1C(=O)C2C3C=CC([C@H]4CC34)[C@@H]2C1=O)c1ccc(Br)cc1 (stereo not given in full) do in these assays?
Anthrax LF prot: -5; BoNT-F LC inh: -7; BoNT A protease: -0.2; FadD28 binding: -4.0; Yp Topo-I inh: -12; PrPC TRFRET: 3; PfHsp40 yeast: -0.9; CCHF vOTU inh: -13; TcdB inh: -1.3

How did Cc1cc(C(=O)N2CCC2(C)C(=O)O)c(C)o1 (stereo not given) do in these assays?
Anthrax LF prot: 10; BoNT-F LC inh: -3; BoNT A protease: 0.4; FadD28 binding: 1.3; Yp Topo-I inh: 0; PrPC TRFRET: -6; CCHF vOTU inh: 8; TcdB inh: 0.9

How did CC(=O)OCCCN1C(=O)c2ccc(Br)cc2C1=O do in these assays?
Anthrax LF prot: -10; BoNT-F LC inh: 1; BoNT A protease: inconclusive; FadD28 binding: -3.5; Yp Topo-I inh: -8; PrPC TRFRET: 8; PfHsp40 yeast: -0.9; CCHF vOTU inh: 3

Results for CC1CN(C(=O)CCC(=O)NCCCN2CCC(Cc3ccccc3)CC2)c2cc(Cl)ccc2O1 (stereo not given) ?
Anthrax LF prot: -2; BoNT-F LC inh: -4; BoNT A protease: -0.8; FadD28 binding: -2.1; Yp Topo-I inh: -5; PrPC TRFRET: -28; PfHsp40 yeast: 0.7; CCHF vOTU inh: 14; TcdB inh: 1.9

How did CCC(=O)NCCn1ccc2ccccc21 do in these assays?
Anthrax LF prot: 2; BoNT-F LC inh: 0; BoNT A protease: 0.7; FadD28 binding: -3.9; Yp Topo-I inh: -11; PrPC TRFRET: -5; PfHsp40 yeast: -0.5; CCHF vOTU inh: 2; TcdB inh: 1.3

How did COc1ccc(-c2cc(C)no2)cc1S(=O)(=O)NCc1ccc(OC(C)C)cc1 do in these assays?
Anthrax LF prot: -2; BoNT-F LC inh: 4; BoNT A protease: -0.3; FadD28 binding: -1.5; Yp Topo-I inh: 9; PrPC TRFRET: 8; PfHsp40 yeast: 0.2; CCHF vOTU inh: -10; TcdB inh: 0.3

What do the screens show for `Cc1ccccc1Nc1ccc(S(=O)(=O)N2CCOCC2)cc1[N+](=O)[O-]`?
Anthrax LF prot: 0; BoNT-F LC inh: 0; BoNT A protease: 0.3; FadD28 binding: -0.7; Yp Topo-I inh: 11; PrPC TRFRET: -27; PfHsp40 yeast: 0.2; CCHF vOTU inh: 2; TcdB inh: -0.2

How did Cc1ccc(S(=O)(=O)N(CC(=O)NCCSC2CCCCC2)c2ccccc2F)cc1 do in these assays?
Anthrax LF prot: -5; BoNT-F LC inh: 8; BoNT A protease: 1.5; FadD28 binding: -2.9; Yp Topo-I inh: 41; PrPC TRFRET: 7; PfHsp40 yeast: -0.3; CCHF vOTU inh: -5

Results for CC(=O)Nc1ccc2c(COC(=O)[C@@H](NS(=O)(=O)c3ccc(C)cc3)C(C)C)cc(=O)oc2c1 ?
Anthrax LF prot: 0; BoNT-F LC inh: -4; BoNT A protease: -0.8; FadD28 binding: -3.8; Yp Topo-I inh: 3; PrPC TRFRET: -11; PfHsp40 yeast: -0.4; CCHF vOTU inh: -175; TcdB inh: 0.6

Results for Cc1ccc(CNC(=O)c2ccc(N3CCC4(CC3)CC(c3cccc(Br)c3)=NO4)c(NC(=O)c3ccco3)c2)cc1 ?
Anthrax LF prot: -10; BoNT-F LC inh: -3; BoNT A protease: -1.5; FadD28 binding: -3.1; Yp Topo-I inh: 3; PrPC TRFRET: -13; PfHsp40 yeast: -0.2; CCHF vOTU inh: 3; TcdB inh: -0.5

How did CSc1nc(C)cc(OCNC(=O)c2cccs2)n1 do in these assays?
Anthrax LF prot: 1; BoNT-F LC inh: -9; BoNT A protease: 0.3; FadD28 binding: -0.1; Yp Topo-I inh: -3; PrPC TRFRET: 3; PfHsp40 yeast: -0.6; CCHF vOTU inh: -11

Results for c1ccc(Cc2nc3ccccc3s2)cc1 ?
Anthrax LF prot: 6; BoNT-F LC inh: -3; BoNT A protease: 0.0; FadD28 binding: -0.6; Yp Topo-I inh: -2; PrPC TRFRET: -7; PfHsp40 yeast: 0.8; CCHF vOTU inh: -11; TcdB inh: 1.8

How did C/C(=N\NC(=O)CSc1nc2ccccc2s1)c1cccnc1 do in these assays?
Anthrax LF prot: -5; BoNT-F LC inh: 3; BoNT A protease: -0.3; FadD28 binding: -3.4; Yp Topo-I inh: 18; PrPC TRFRET: 11; PfHsp40 yeast: -0.4; CCHF vOTU inh: 3; TcdB inh: 0.2

What do the screens show for `CCNC(=O)NC(=O)COC(=O)c1cccc(S(=O)(=O)N2CC3(C)CC2CC(C)(C)C3)c1` (stereo not given)?
Anthrax LF prot: 3; BoNT-F LC inh: inconclusive; BoNT A protease: 0.5; FadD28 binding: -1.4; Yp Topo-I inh: 20; PrPC TRFRET: 7; PfHsp40 yeast: 0.5; CCHF vOTU inh: 17; TcdB inh: -1.1

Compounds above with a thiophene ring, fused or not, in the order listed:
What do the screens show for `COC(=O)C1=CN(Cc2ccc(OC)cc2)C=C(C(=O)OC)C1c1ccsc1`?
Anthrax LF prot: 1; BoNT-F LC inh: -3; BoNT A protease: -0.7; FadD28 binding: -5.6; Yp Topo-I inh: 36; PrPC TRFRET: -1; PfHsp40 yeast: -0.3; CCHF vOTU inh: -110; TcdB inh: -0.1

How did CSc1nc(C)cc(OCNC(=O)c2cccs2)n1 do in these assays?
Anthrax LF prot: 1; BoNT-F LC inh: -9; BoNT A protease: 0.3; FadD28 binding: -0.1; Yp Topo-I inh: -3; PrPC TRFRET: 3; PfHsp40 yeast: -0.6; CCHF vOTU inh: -11

More structures follow:
How did COc1c(Cl)cnn(-c2ccc(Cl)c(Cl)c2)c1=O do in these assays?
Anthrax LF prot: -6; BoNT-F LC inh: 2; BoNT A protease: 0.4; FadD28 binding: -3.4; Yp Topo-I inh: -5; PrPC TRFRET: 6; PfHsp40 yeast: -1.0; CCHF vOTU inh: 3; TcdB inh: 0.0

How did C/C(=N\NC(N)=O)c1ccc(-n2ccnc2)cc1 do in these assays?
Anthrax LF prot: -1; BoNT-F LC inh: -8; BoNT A protease: -0.6; FadD28 binding: -2.3; Yp Topo-I inh: 3; PrPC TRFRET: -10; PfHsp40 yeast: -0.7; CCHF vOTU inh: 13; TcdB inh: 0.5

Results for COc1ccc2oc(C(=O)N3CCN(S(=O)(=O)c4ccc(F)cc4)CC3)c(C)c2c1 ?
Anthrax LF prot: 1; BoNT-F LC inh: 0; BoNT A protease: -0.5; FadD28 binding: -1.7; Yp Topo-I inh: 30; PrPC TRFRET: 2; PfHsp40 yeast: 2.0; CCHF vOTU inh: -7; TcdB inh: 2.2

How did O=C(c1ccccc1)c1ccc(Sc2ccc([N+](=O)[O-])cc2)cc1 do in these assays?
Anthrax LF prot: -7; BoNT-F LC inh: -1; BoNT A protease: -1.1; FadD28 binding: -0.5; Yp Topo-I inh: 14; PrPC TRFRET: -3; PfHsp40 yeast: 3.8; CCHF vOTU inh: 5; TcdB inh: 1.8

What do the screens show for `CCCc1nnc(NC(=O)C(=O)NCCN(CC)CC)s1`?
Anthrax LF prot: -5; BoNT-F LC inh: -7; BoNT A protease: -0.4; FadD28 binding: -1.3; Yp Topo-I inh: 2; PrPC TRFRET: 0; PfHsp40 yeast: -0.8; CCHF vOTU inh: -3; TcdB inh: -0.6

What do the screens show for `C=CCc1cc(C)ccc1OCC(O)CN1CCN(c2ccccc2)CC1` (stereo not given)?
Anthrax LF prot: -4; BoNT-F LC inh: -11; BoNT A protease: -1.2; FadD28 binding: -4.0; Yp Topo-I inh: 27; PrPC TRFRET: -3; PfHsp40 yeast: 1.0; CCHF vOTU inh: -1; TcdB inh: 1.3

Results for CCc1cccc(NS(=O)(=O)c2cccc3cccnc23)c1 ?
Anthrax LF prot: -2; BoNT-F LC inh: inconclusive; BoNT A protease: 4.1; FadD28 binding: -4.0; Yp Topo-I inh: 2; PrPC TRFRET: 7; PfHsp40 yeast: -2.2; CCHF vOTU inh: -5; TcdB inh: 0.2

Results for O=S(=O)(Nc1ccc2c(c1)OCCO2)c1ccc(F)c(F)c1 ?
Anthrax LF prot: 1; BoNT-F LC inh: 4; BoNT A protease: 0.3; FadD28 binding: 0.1; Yp Topo-I inh: 1; PrPC TRFRET: 9; PfHsp40 yeast: -0.2; CCHF vOTU inh: -2; TcdB inh: -0.3

Results for COc1ccc(C(C)(C)C)cc1NC(=O)COC(=O)C1=NNC(=O)CC1 ?
Anthrax LF prot: -6; BoNT-F LC inh: -1; BoNT A protease: -2.5; FadD28 binding: -3.8; Yp Topo-I inh: 1; PrPC TRFRET: -3; PfHsp40 yeast: -0.9; CCHF vOTU inh: -7; TcdB inh: -0.6

Results for CC(=O)Nc1ccc(NC(=O)CSc2nnc(C)n2-c2ccccc2)cc1 ?
FadD28 binding: 1.4; Yp Topo-I inh: 17; PrPC TRFRET: 8; PfHsp40 yeast: -0.3; CCHF vOTU inh: -1; TcdB inh: -0.8

How did O=C(O)C1CCCCC1C(=O)Nc1ccc(S(=O)(=O)N2CCCCCC2)cc1 (stereo not given) do in these assays?
Anthrax LF prot: 15; BoNT-F LC inh: 27; BoNT A protease: 3.1; FadD28 binding: -0.5; Yp Topo-I inh: 7; PrPC TRFRET: 6; PfHsp40 yeast: -1.5; CCHF vOTU inh: 0; TcdB inh: -0.8

Results for Clc1cnc(Nc2cccnc2)c(Cl)c1 ?
Anthrax LF prot: -1; BoNT-F LC inh: 4; BoNT A protease: -3.6; FadD28 binding: 0.3; Yp Topo-I inh: 5; PrPC TRFRET: -4; PfHsp40 yeast: -1.4; CCHF vOTU inh: 11; TcdB inh: -0.4

This is a random part of the collection, and some 2.3% of all compounds hit somewhere here.
